High-throughput results from PubChem BioAssay.
Myeloid diff MLP: promotes myeloid progenitor differentiation; ER-HoxA9 myeloid progenitors, lysozyme-GFP differentiation, flow cytometry; calls only at 10 µM; hit rate 1% among 360,000; AID 624256;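 active means normalized GFP-positive differentiation at or above the plate's own cutoff, the solvent-only control mean plus 3 SD; inconclusive means no clear call, values can overlap the other calls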;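 further: cells exposed to compound for four days before flow analysis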
LYP inhibition: inhibitors of LYP phosphatase, biochemical, fluorescence intensity, uHTS (AID 1779); hit rate 0.054% among 290,000; inhibition, % at 11.5 µM; hits with a dose series show IC50 in µM; recombinant LYP phosphatase, fluorescence intensity; higher % means a stronger effect; in the data active means inhibition above about 50%;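 further: plate controls were vehicle with enzyme for no effect and no enzyme for full effect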
HIV peptide binding: cell-free HIV fusion peptide-binding blockers – biochemical, uHTS, fluorescence dequenching, primary screen (AID 1986); cell-free peptide binding, fluorescence dequenching, 30 min; higher % means a stronger effect; inhibition, % at 20 µM; hits with a dose series show IC50 in µM; hit rate 0.3% among 290,000; in the data active means inhibition mostly above about 52%, no sharp cut-off; inactive means mostly below about 76%; further: some results filed as inactive read as strong as hits
Siah-1 displacement: Siah-1 peptide-binding antagonists, primary screen, biochemical, fluorescence polarization, rhodamine-plectin, uHTS (AID 1817); Siah-1 / rhodamine-plectin peptide fluorescence polarization; higher % means a stronger effect; displacement, % at 20 µM; hits with a dose series show IC50 in µM; hit rate 0.02% among 290,000;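 active means displacement of at least 50% at 20 µM, with a fluorescence ratio check between 0.3 and a set limit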;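 further: plate controls were Siah plus tracer with DMSO for no effect and tracer alone without Siah for full effect; strong numbers were not always called active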
GPR55 antagonists: GPR55 antagonists blocking LPI-driven arrestin recruitment, primary screen, imaging, U2OS, beta-arrestin-GFP, LPI agonist (AID 2013); U2OS GPR55 beta-arrestin-GFP translocation imaging, LPI antagonism; higher % means a stronger effect; inhibition, % at 10 µM; hits with a dose series show IC50 in µM; hit rate 0.13% among 290,000;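 active means spots per cell inhibited over 60%, with over 100 cells counted and total cytoplasm intensity under 500,000; inconclusive means wells with under 100 cells, flagged as likely toxic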;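 further: U2OS cells stably carrying GPR55 and arrestin-GFP stimulated by 5 µM LPI near EC80; imaged beta-arrestin-GFP aggregate spots per cell after agonist stimulation; plate controls were LPI-stimulated DMSO wells for no effect and DMSO wells without LPI for full effect; some results filed as inactive read as strong as hits; confirmed hits need IC50 under 10 µM and bright autofluorescent wells are also inconclusive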
GPR35 antagonists: GPR35 antagonists blocking zaprinast-driven arrestin recruitment, primary screen, imaging, U2OS, beta-arrestin-GFP, zaprinast agonist (AID 2058). U2OS GPR35 beta-arrestin-GFP translocation imaging, zaprinast antagonism; higher % means a stronger effect. inhibition, % at 10 µM, or IC50 in µM where a hit was titrated. hit rate 0.052% among 290,000;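 active means inhibition of at least 50% with at least 30 cells and total cytoplasm GFP at most 10,000,000; inconclusive means under 30 cells or total GFP of 10,000,000 plus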
MgcRacGAP inhibition: MgcRacGAP GTPase-activating activity inhibitors, confirmation, biochemical, ADP Hunter fluorescence. MgcRacGAP-stimulated Rac1 GTP hydrolysis, ADP Hunter fluorescence; higher % means a stronger effect; GST-tagged Rac1 F28L mutant substrate. inhibition, % at 30 µM, or IC50 in µM where a hit was titrated. hit rate 0.6% among 340,000. AID 624330;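 active means first-screen hits whose inhibition reached a set limit at any dose in the follow-up dose series; inconclusive means inhibition above the set first-screen limit but never retested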;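 further: fluorescence reports GDP produced by GAP-driven GTP hydrolysis; strong numbers were not always called active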
Salmonella PhoP GFP: PhoP-dependent GFP reporter repression – Salmonella Typhimurium, primary screen (AID 1863). S. Typhimurium PhoP-regulated promoter GFP reporter, 4 h; higher % means a stronger effect. inhibition, % at 50 µM, or IC50 in µM where a hit was titrated. hit rate 0.16% among 300,000;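 active means inhibition over 29.93%, a cutoff 3 SD above the screen mean, later confirmed by dose response; inconclusive means inhibition over 29.93% but no dose response follow-up; inactive means inhibition at most 29.93% or unconfirmed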;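 further: 0% = low Mg2+ inducing control and 100% = high Mg2+ repressing control; strong numbers were not always called active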
NTR1 ag: agonists of NTR1, primary screen, imaging, U2OS cells, beta-arrestin-GFP, high content (AID 493036) | NTR1-U2OS beta-arrestin-GFP spot imaging, agonist mode | P30989 | hit rate 0.17% among 330,000 | activation, % at 20 µM;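 active means activation at or above 40% of the spot to cytoplasm intensity ratio, with at least 20 cells analyzed; inconclusive means wells under 20 cells, flagged as cytotoxic or low count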;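 further: 0% = DMSO without peptide and 100% = 100 nM NTR1 peptide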
Target sequence (P30989 whole entry, looked up): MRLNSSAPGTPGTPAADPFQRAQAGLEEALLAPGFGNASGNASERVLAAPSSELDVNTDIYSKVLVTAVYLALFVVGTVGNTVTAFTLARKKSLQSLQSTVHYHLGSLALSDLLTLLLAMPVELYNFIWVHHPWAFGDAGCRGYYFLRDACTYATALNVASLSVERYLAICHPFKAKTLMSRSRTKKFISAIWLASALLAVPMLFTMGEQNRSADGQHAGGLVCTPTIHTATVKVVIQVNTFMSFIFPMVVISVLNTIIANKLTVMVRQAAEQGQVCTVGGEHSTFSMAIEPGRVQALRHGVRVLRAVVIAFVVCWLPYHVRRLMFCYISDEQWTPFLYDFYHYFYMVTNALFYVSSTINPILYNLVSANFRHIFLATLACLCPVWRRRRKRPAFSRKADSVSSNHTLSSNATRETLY
NTR1 ag cell count 20 µM: also measured in NTR1 ag; calls as there; cell count; measured here: cell count, cytotoxicity flag
Myeloid diff MLP GFP+ MAC1+ %: second read-out of Myeloid diff MLP, no call of its own (marks repeat the call); GFP+ MAC1+ double positive, %; measured here: differentiation confirmed by MAC1 staining
The depositor's hits bear a star; i = inactive; ? = inconclusive; / = no result given. Compounds as they come. About 2.4% of those tested had a hit in this group.

SMILES	Myeloid diff MLP	Myeloid diff MLP GFP+ MAC1+ %	LYP inhibition	HIV peptide binding	Siah-1 displacement	GPR55 antagonists	GPR35 antagonists	MgcRacGAP inhibition	Salmonella PhoP GFP	NTR1 ag	NTR1 ag cell count 20 µM
COc1cccc(NC(=O)N2CCN(C(=O)C(Cc3ccc(OC)c(OC)c3)NC(C)=O)CC2)c1 (centres undefined)	i	0.6	-8%	-1.2%	2%	6%	-7%	0%	0%	-1.4	83
CNC(=S)NNC(=O)c1sccc1C	i	1.2	-2%	0.1%	-7%	10%	12%	13%	9%	1.6	70
COC(=O)c1ccc(CN2C(=O)NC3(CCC(C)CC3)C2=O)o1 (centres undefined)	i	0.2	-3%	1.4%	3%	-18%	3%	3%	-6%	0.3	44
Cc1cccc(-n2c(-c3ccoc3C)n[nH]c2=S)c1	i	0.8	-7%	2.4%	-3%	6%	6%	0%	-16%	-1.8	66
COc1ccc(CNC(=O)C2(CC3CC(c4ccccc4)=NO3)CCN(C(=O)c3cccc(O)c3)CC2)cc1 (centres undefined)	i	1.8	/	/	/	/	/	8%	7%	-5.3	66
CCn1cc(C(=O)O)c(=O)c2cnc(N3CCN(C(=S)NC(=O)c4ccc(Cl)cc4)CC3)nc21	/	/	-4%	6.1%	29%	-5%	-8%	/	31%	2.2	53
COc1ccc(N2CCN(c3ccc([N+](=O)[O-])nc3)CC2)cc1	i	0.9	2%	-2.0%	7%	8%	-6%	8%	-5%	-0.1	48
CCCCCOc1ccc(C2C(C(=O)c3ccc(C)o3)=C(O)C(=O)N2c2cc(C)on2)cc1 (centres undefined)	i	3.2	8%	23µM*	8%	18%	-2%	10%	1%	1.7	51
CCCN(CCC)CCCNC(=S)Nc1ccc2nc3n(c(=O)c2c1)CCCCC3	i	3.0	0%	-0.3%	-1%	4%	8%	4%	-9%	0.2	33
Cc1ccc(NC(=O)COC(=O)CNC(=O)c2ccc(Br)cc2)c(C)c1	i	0.2	5%	0.0%	-3%	8%	3%	7%	7%	3.3	76
COC(=O)C1=C(C)NC(=O)/C1=C\c1ccco1	i	0.3	6%	0.5%	-1%	-6%	-1%	13%	-11%	-1.3	89
CC(C)CC(=O)Nc1nnc(S(=O)(=O)N2CCc3ccccc32)s1	i	4.4	-13%	2.4%	14%	2%	2%	14%	/	2.3	92
O=C(c1cnn(C(=O)c2cccc(S(=O)(=O)N3CCOCC3)c2)c1)c1ccccc1O	i	0.2	-2%	-0.1%	6%	15%	-1%	2%	2%	-1.8	53
O=C(NCC1CCCO1)c1cn(-c2ccccc2)nc1-c1ccc(F)cc1 (centres undefined)	i	0.5	-2%	-0.6%	0%	11%	4%	13%	-3%	1.6	48
O=C(c1cccnc1)N1CCCC(Nc2ccc(F)cc2)C1 (centres undefined)	i	3.2	-5%	2.2%	15%	15%	8%	3%	-6%	-0.7	83
O=C1N(CN2CCN(Cc3ccccc3)CC2)c2ccccc2C12OCCCO2	i	0.6	-5%	-0.4%	-3%	15%	-5%	5%	-5%	1.3	59
Cc1cc(=O)oc2cc(OCC(=O)NC3CC(C)(C)NC(C)(C)C3)c(Cl)cc12	i	7.8	-6%	1.8%	-1%	11%	-4%	8%	-8%	-0.4	58
NNC(=O)c1nc[nH]c1C(=O)Nc1ccccn1	i	0.8	-4%	-3.6%	-8%	-11%	-2%	6%	2%	-0.1	21
CC(NC(=O)CCC(=O)NC(C)c1ccccc1)c1ccccc1 (centres undefined)	i	0.6	-11%	1.2%	-3%	0%	3%	8%	-6%	-0.8	63
CC(=O)c1nnn(-c2c(F)cccc2F)c1C	i	0.7	-8%	-0.7%	2%	7%	3%	15%	-2%	0.4	55
CCOC(=O)CC(=O)Nc1c(C)cc(C)cc1C	i	0.6	-1%	0.1%	0%	-1%	9%	0%	-1%	0.5	50
S=C(Nc1ccccc1)Nc1ccc(OCc2ccccc2)cc1	i	0.5	-9%	-3.5%	1%	3%	2%	11%	18%	0.5	82
CCN(CC)CCOC(=O)c1ccc(Cl)cc1Cl	i	0.6	-6%	-0.5%	-4%	-10%	0%	7%	-4%	-1.1	30
CCCCCC1CCC(c2ccc(/C(N)=N/O)cc2)CC1 (centres undefined)	i	0.0	-2%	0.1%	-2%	20%	6%	18%	-9%	15	51
CN(C)CCNC(=O)/C(=C/c1ccc(-c2ccc(Cl)cc2)o1)NC(=O)c1ccccc1	i	0.3	2%	-0.7%	-3%	0%	18%	10%	6%	/	/
CS(=O)(=O)N(CC(=O)O)Cc1cccc(CN(CC(=O)O)S(C)(=O)=O)c1	i	1.4	-10%	0.1%	-2%	3%	4%	-8%	-4%	-0.2	83
CNc1ccc(/C=C/C(=O)c2ccc3c(c2)OCCO3)cc1[N+](=O)[O-]	i	1.0	6%	1.4%	4%	12%	9%	2%	6%	2.4	54
COc1ccccc1N(CC(=O)NCCSc1ccccn1)S(=O)(=O)c1ccccc1	i	0.3	2%	-1.6%	0%	9%	-10%	2%	-3%	0.2	49
O=C(N/N=C/c1ccncc1)c1ccc(COc2cccc3cccnc23)cc1	i	0.2	-8%	-2.6%	-10%	14%	-1%	2%	5%	-0.8	45
CS(=O)(=O)NCCCc1ccccc1	i	0.5	-7%	1.2%	3%	4%	13%	15%	4%	-1.6	42
CC1CCN(C(=O)c2ccc(CNc3c(N4CCCC4)c(=O)c3=O)cc2)CC1	i	0.1	-6%	-0.9%	-5%	3%	19%	14%	1%	1.7	64
CCc1c(C(=O)NC(C)C2CCCO2)csc1C (centres undefined)	i	0.8	-11%	-0.6%	-9%	3%	-13%	5%	-4%	0.6	56
COc1ccc(CCC(=O)NCCNC(=O)CCc2ccc(OC)cc2)cc1	i	0.8	-8%	3.1%	0%	1%	14%	12%	-6%	1.0	63
CCc1ccc(C2=NNC(=Nc3c(C)n(C)n(-c4ccccc4)c3=O)SC2)cc1	i	0.6	-1%	0.1%	25%	3%	-14%	-1%	1%	1.3	30
CCCCCNC(=O)c1ccc2c(c1)ncn2-c1ccc(OC)cc1	?	/	-5%	-1.2%	4%	-3%	-1%	-1%	0%	-1.3	80
O=C(CCCN1C(=O)c2ccccc2C1=O)Nc1nc2ccccc2[nH]1	i	0.4	-2%	0.3%	7%	12%	13%	9%	-11%	2.4	61
COCCn1c(SCC(=O)N2CCCC(C)C2)nnc1-c1ccco1 (centres undefined)	i	0.5	-2%	-0.2%	15%	7%	-14%	5%	-2%	0.9	54
C=CCn1c(C)cc(C(=O)CN2C(=O)c3ccccc3C2=O)c1C	i	2.2	-2%	-0.9%	6%	1%	8%	4%	-3%	1.2	45
O=C(NCCNC(=O)c1ccccc1F)c1ccco1	i	0.7	-9%	1.3%	0%	-3%	4%	6%	-2%	-0.1	62
Cc1ccc2nc3c(c(N)c2c1)CCN3c1ccccc1	i	0.1	-8%	-0.3%	-2%	10%	24%	12%	9%	3.1	66
CCOC(=O)N1CCN(C(=O)c2cccc(F)c2)CC1	i	0.2	-4%	1.2%	5%	2%	16%	-8%	-11%	-2.1	86
O=C(NCc1cccc(F)c1)C1CCC(=O)N(CCc2cccc(F)c2)C1 (centres undefined)	i	0.0	-8%	0.6%	-4%	0%	15%	0%	9%	1.0	70
CCCCn1nc(CC(=O)NCCN(CC)CC)c2ccccc2c1=O	i	0.9	-7%	-0.3%	-4%	-10%	-18%	-15%	-2%	-0.1	38
Cc1csc2ncnc(N3CCN(C(=S)Nc4ccc(F)cc4F)CC3)c12	i	0.4	-8%	0.1%	9%	-18%	8%	/	-1%	2.3	58
CCOc1ccc(OCC)c(C2C(C#N)=C(N)N(c3cccnc3)C3=C2C(=O)CC(C)(C)C3)c1 (centres undefined)	i	0.4	-1%	1.5%	2%	-5%	-7%	4%	-7%	0.7	84
O=C(CSCc1ccccc1)Nc1ccc(F)cc1F	i	0.3	-4%	-1.3%	-7%	11%	0%	-1%	-4%	-1.0	52
C#CCOC(=O)/C(=C/c1ccc(F)cc1)NC(C)=O	i	0.2	-12%	0.1%	-4%	5%	23%	3%	-4%	0.4	74
O=C(O)c1cc2c(N3CCC(Cc4ccccc4)CC3)ncnc2s1	i	0.5	-5%	14%	1%	-2%	1%	9%	-5%	2.3	28
CCCCCCCC(=O)N/N=C/c1ccc(Br)cc1	i	9.2	4%	-2.6%	-5%	-6%	31%	-2%	-1%	25	64
COc1ccccc1-c1nc2ccc(Cl)cc2c(=O)n1O	i	0.5	-8%	0.7%	0%	10%	-8%	4%	-3%	-0.7	93
CC(/C=C1\SC(=S)N(CC(=O)N2CCN(c3ccccc3)CC2)C1=O)=C\c1ccccc1	i	0.8	1%	1.7%	12%	7%	-4%	2%	-10%	0.6	40
COC(=O)c1ccc(C)c(NC(=O)CCSc2ccccc2)c1	i	0.9	-5%	0.6%	-2%	-10%	9%	9%	-5%	4.6	62
Cc1cc(C(=O)N/N=C/c2c(C)nn(-c3ccccc3)c2C)c(C)o1	i	0.5	-2%	-0.2%	-3%	-14%	-3%	-11%	7%	1.7	41
CCOC(=O)c1ccc(S(=O)(=O)N2CCN(C3CCCC3)CC2)cc1	i	0.3	-9%	-1.1%	3%	9%	6%	/	-1%	-0.4	51
O=C(NNS(=O)(=O)c1ccc(F)cc1)c1cnccn1	i	0.3	0%	-2.1%	-3%	3%	14%	8%	4%	-0.3	53
CCN(CC)c1nc(Oc2ccc(=O)[nH]n2)nc(N2CCOCC2)n1	i	0.9	-5%	-2.1%	-3%	-6%	0%	0%	-7%	1.2	69
CC(CCc1ccccc1)NC(=O)/C=C/c1ccccc1 (centres undefined)	i	0.9	-4%	-0.3%	-1%	32%	4%	9%	0%	-0.6	46
CCC(C(=O)Nc1cccc(C(=O)O)c1)c1ccccc1 (centres undefined)	i	0.1	-1%	0.7%	0%	-4%	-5%	-1%	4%	2.4	67
COc1ccccc1CCC(=O)N1CCC(n2nccc2NC(=O)CC(C)C)CC1	i	4.6	-8%	1.0%	1%	9%	2%	1%	-4%	0.7	70
